CHO-K1 Ca antag = counter-screen for M1 antagonists: effect in parental CHO-K1 cells. ATP-induced calcium, Fluo-8 fluorescence. 360,000 tested, 0.6% active. inhibition, % at 3 µM;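 active = inhibition above a per-plate cutoff, the plate's mean sample inhibition plus 3 SD, cut at about 24% in these data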;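 also: 0% = DMSO plus EC80 ATP and 100% = DMSO alone without ATP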
M1 PAM parental = nonselective calcium activators in parental CHO-K1 cells, primary screen, counter-screen for M1 PAM project, cell-based, Fluo-8 calcium fluorescence, full deck, 1536-well. ATP EC20; 0% at ATP EC20, 100% at ATP max. activation, % at 3 µM. 360,000 tested, 0.02% active;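 active = activation above the run cutoff, the mean activation of all test compounds plus 3 SD, cut at about 40% in these data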;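 also: peak over basal fluorescence ratio in a 140 s read after ATP addition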
CHRM1 antagonist = human M1 muscarinic receptor antagonists, primary screen, CHO-K1 cells, Fluo-8 calcium fluorescence, 1536-well | CHO-K1 hM1, ACh EC80 antagonist | inhibition, % at 3 µM | Muscarinic acetylcholine receptor M1 (Homo sapiens), P11229 | 360,000 tested, 1.3% active | AID 588852, 2011;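 active = percent inhibition above its own plate's cutoff, namely the mean of that plate's compound wells plus 3 SD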;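 also: peak over basal fluorescence ratio during 140 s after agonist addition; 0% = ACh EC80 plus DMSO and 100% = DMSO alone without agonist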
Target sequence (P11229 whole entry, looked up): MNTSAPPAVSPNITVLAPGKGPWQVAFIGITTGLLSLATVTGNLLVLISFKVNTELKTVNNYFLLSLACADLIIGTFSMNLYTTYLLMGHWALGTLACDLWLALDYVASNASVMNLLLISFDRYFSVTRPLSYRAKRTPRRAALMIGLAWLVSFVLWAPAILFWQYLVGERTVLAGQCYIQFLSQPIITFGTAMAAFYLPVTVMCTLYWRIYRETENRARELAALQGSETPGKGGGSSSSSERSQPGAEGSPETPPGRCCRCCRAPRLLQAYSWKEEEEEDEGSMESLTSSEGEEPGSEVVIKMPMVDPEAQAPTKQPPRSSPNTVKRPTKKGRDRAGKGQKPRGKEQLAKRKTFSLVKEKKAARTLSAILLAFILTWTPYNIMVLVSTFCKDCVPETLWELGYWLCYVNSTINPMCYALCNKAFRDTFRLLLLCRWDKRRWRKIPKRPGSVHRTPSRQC
CHO parental Ca = ATP-evoked calcium signal inhibitors, parental CHO, primary screen, counter-screen for OX1R antagonist project, cell-based, fluorescence, Fluo-8 calcium dye. parental CHO-K1, ATP-induced calcium, Fluo-8 fluorescence. inhibition, % at 5.6 µM. 330,000 tested, 0.63% active;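 active = inhibition above that plate's mean sample inhibition plus 3 SD, cut at about 26% in these data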;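 also: 0% = ATP-challenged DMSO wells and 100% = DMSO wells without ATP; some compounds past the cut are filed as inactive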
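test system = CHO parental line | reagent = ATP stimulus | measured by = intracellular calcium via Fluo-8 no-wash fluorescent dye | control set = ATP and no-ATP DMSO wells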
TAAR1 agonist = human TAAR1 agonists, primary screen, Fluo-8 calcium fluorescence, CHO RD-HGA16 cells | Trace amine-associated receptor 1 (Homo sapiens), Q96RJ0 | vehicle wells 0%, saturating PEA agonist 100% | activation, % at 3 µM | 360,000 tested, 0.99% active;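 active = activation above the mean activation of all test compounds in the run plus 3 SD, cut at about 38% in these data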
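System: CHO RD-HGA16 cells carrying human TAAR1 plus Gα16; Incubation: 17-24 h seeding, 75 min 37 °C dye, 30 min RT; Measured by: Fluo-8 fluorescence, 5 s baseline then 140 s kinetic read; Control set: DMSO and PEA EC100; Replication: single well for each compound.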
OXTR potentiator = human OXTR potentiators, primary screen, fluorescence, CHO-OTR cells, Fluo-8 calcium; activation, % at 3 µM; AID 2445, 2010; Fluo-8 calcium fluorescence, potentiator mode; 0% = oxytocin EC15, 100% = EC100; Oxytocin receptor (Homo sapiens), P30559; 320,000 tested, 0.061% active;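 active = activation above that plate's cutoff, the mean activation of tested compounds plus 3 SD, cut at about 6.6% in these data, passing the limit was not always enough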;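 also: 100% uses oxytocin at 75 nM as the full agonist control; some results filed as inactive read as strong as hits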
Target sequence (P30559 whole entry, looked up): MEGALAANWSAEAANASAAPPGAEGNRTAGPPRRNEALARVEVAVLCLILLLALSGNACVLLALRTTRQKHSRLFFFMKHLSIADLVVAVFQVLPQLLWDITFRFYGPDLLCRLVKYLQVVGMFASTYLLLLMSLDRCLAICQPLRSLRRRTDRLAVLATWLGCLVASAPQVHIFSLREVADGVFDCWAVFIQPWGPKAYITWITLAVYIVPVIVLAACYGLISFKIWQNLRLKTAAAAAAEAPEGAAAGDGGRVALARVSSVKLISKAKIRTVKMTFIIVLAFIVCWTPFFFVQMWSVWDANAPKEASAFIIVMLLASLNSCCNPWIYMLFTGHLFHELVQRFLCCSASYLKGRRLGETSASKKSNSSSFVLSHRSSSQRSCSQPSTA
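Assay system: CHO cell line stably expressing human OTR. Reagent: EC15 oxytocin agonist. Dosing: single dose, 3.0 µM nominal final compound concentration. Timing: compound 6 min at room temperature before oxytocin, 100 s read. Signal: kinetic Fluo-8 calcium fluorescence. Controls: oxytocin EC15 low and EC100 high.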
TAAR1 antag = human TAAR1 antagonists, primary screen, Fluo-8 calcium fluorescence, CHO RD-HGA16 cells; Trace amine-associated receptor 1 (Homo sapiens), Q96RJ0; antagonist; inhibition, % at 3 µM; 360,000 tested, 1.5% active; AID 624466, 2012;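 active = inhibition above a per-plate cutoff, the mean inhibition of test compounds on that plate plus 3 SD, cut at about 49% in these data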;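 also: 0% = DMSO plus EC80 beta-PEA response and 100% = DMSO alone without agonist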
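Test system: CHO RD-HGA16 cells bearing hTAAR1 | Reagent: β-PEA, EC80 | Compound dosing: 3 µM, single point | Schedule: Dye loading 75 min at 37 °C, then 30 min room temperature | Signal: Calcium fluorescence with Fluo-8 | Evaluation: Percent inhibition of PEA-evoked calcium signal, max/basal emission ratio | Control set: DMSO-only wells and EC80 β-PEA-stimulated wells | Repeats: Singlicate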
CHO-K1 Ca ag = counter-screen for M1 agonists: effect in parental CHO-K1 cells; Fluo-8 calcium fluorescence; scaled to maximal ATP response, vehicle zero; activation, % at 3 µM; 360,000 tested, 0.48% active; in the data active = activation above about 15%;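 also: untransfected CHO-K1 host cells lacking M1 receptor as counterscreen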
CHRM1 agonist = human M1 muscarinic receptor agonists, primary screen, Fluo-8 calcium fluorescence, CHO-K1 cells, HTS. 360,000 tested, 0.33% active. activation, % at 3 µM. CHO-K1 hM1, agonist mode; 0% DMSO, 100% acetylcholine EC100. AID 588814, 2011;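 active = activation above the run's mean compound activation plus 3 SD, cut at about 16% in these data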;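 also: peak over basal fluorescence ratio within a 140 s kinetic read after compound addition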
* marks the source's active call; other numbers are inactive results; / = not tested or not shown.

SMILES	CHO-K1 Ca antag	M1 PAM parental	CHRM1 antagonist	CHO parental Ca	TAAR1 agonist	OXTR potentiator	TAAR1 antag	CHO-K1 Ca ag	CHRM1 agonist
Cc1cc2c(=O)n(CC(=O)NCC(=O)Nc3ccc(C(C)C)cc3)cnc2s1	-16.4	4.6	-18.0	-16.3	0.4	-2.0	-11.6	-0.3	-0.1
Cc1cc(=O)[nH]c2c(N=Nc3ccc(O)cc3)c(N)nn12	1.1	16.7	-5.7	/	10.7	/	-5.7	0.9	-1.7
CN1CCN(/N=C/c2ccc(N(C)c3ccccc3)cc2)CC1	-21.6	14.7	-11.3	-2.1	5.2	-19.5	-17.4	0.4	-7.1
O=C(Nc1cccc(-c2nc3ncccc3o2)c1)c1ccccc1	-13.1	10.6	-3.9	-22.5	7.7	-5.6	22.7	2.6	-2.8
COc1ccc(CNC(=O)Cn2nc([N+](=O)[O-])c(Br)c2C)cc1OC	-18.6	0.3	-18.6	-3.8	2.1	-0.2	-13.0	0.3	-5.2
COc1ccc(NC(=O)CCCC(=O)c2ccccc2)cc1	-11.2	1.8	-9.8	-10.7	18.6	-3.6	-14.1	0.7	-5.0
COc1ccc(-c2oc3ccc(N4CCOCC4)cc3c2/C=C/c2ccc(OC)c(OC)c2)cc1	5.7	-6.7	5.2	-13.4	0.7	-7.6	18.9	-0.6	11.0
Cn1c(=O)n(Cc2ccccc2Br)c2ccccc21	3.9	-9.7	-4.2	-16.7	-1.0	5.0	3.6	-0.4	-3.2
O=C(COc1ccc([N+](=O)[O-])cc1)NCCC1=CCCCC1	-10.8	21.6	-0.9	-7.5	-3.3	0.9	-0.1	0.6	-8.9
CCOC(=O)c1csc(CCNC(=O)c2oc3c(Cl)cc(C)cc3c2C)n1	-7.0	12.7	6.1	-10.3	-1.2	-7.3	-21.8	0.9	-1.5
CCOc1ccc(NC(=O)C2CCCN(S(=O)(=O)c3c(C)noc3C)C2)cc1 (stereo not given)	-8.5	5.9	2.4	-12.6	0.4	-4.2	-11.9	1.4	-0.5
Cc1ccc(CC(NC(=O)c2ccccc2)C(=O)N2CCCC2C(=O)O)cc1 (stereo not given)	-12.9	-12.7	14.2	-2.8	4.5	-7.8	13.8	0.2	-1.7
Cc1ccc(C(=O)N(CC(=O)NC2CCCC2)c2cccc(F)c2)s1	-6.3	0.2	-5.4	-8.4	0.3	-6.0	-4.6	-0.3	-3.0
Cc1cccc(C)c1NC(=O)C(Cl)C(=O)c1ccccc1 (stereo not given)	-9.2	24.3	3.2	-12.0	4.2	-2.0	-8.2	3.1	-2.9
CCOC(=O)c1c(C)[nH]c(C)c1C(=O)COC(=O)/C=C/c1ccccc1[N+](=O)[O-]	-0.6	-18.1	-0.6	-17.9	4.9	-9.3	33.1	2.0	-4.7
Cc1ccc(NC(=O)c2sc(Cl)nc2-c2ccccc2)cc1C	-1.8	-3.6	-0.2	-27.1	14.4	-11.2	38.8	0.1	-1.3
CCN(c1ccccc1)S(=O)(=O)c1nnc(NC(=O)C(C)C)s1	6.8	5.7	2.4	3.9	3.9	-2.2	-6.2	0.0	-1.8
COCCNC(=O)Cn1c(=O)n(Cc2ccc(C(=O)NCc3ccco3)cc2)c(=O)c2ccccc21	-9.0	17.6	-6.2	-3.6	7.4	-9.4	-11.9	1.2	-2.2
Cc1ccc(C(=O)NCCSc2ccc(Cl)cc2)cc1S(=O)(=O)Nc1ccccc1	-13.9	17.9	12.3	-6.4	5.9	-10.3	43.8	6.6	1.0
COCCn1c(SCc2csc(-c3ccccc3)n2)nc2ccccc21	4.8	5.8	19.0	-2.7	9.2	-9.4	33.7	5.8	-3.2
O=C(N[C@@H](Cc1ccccc1)C(=O)N1CCN(S(=O)(=O)c2ccccc2F)CC1)c1ccco1	4.8	6.8	-13.8	-18.9	3.1	-0.3	-0.5	0.0	-5.0
O=C(COc1ccc2ccccc2c1Br)Nc1ccncc1	10.8	-11.7	30.1*	41.1*	10.8	-16.0	-10.3	15.4*	5.0
O=C(O)CC1c2ccccc2CCN1S(=O)(=O)c1cccs1 (stereo not given)	2.2	11.6	-24.2	-3.7	1.4	-3.2	-41.8	0.5	0.9
COc1ccc(NC(=O)CN(C)CC(=O)N2CCCCCC2)cc1	-4.9	13.9	-18.5	/	2.3	/	-11.2	1.9	-5.8
O=S(=O)(Nc1cccc(-c2cn3cccnc3n2)c1)c1ccccc1	-6.2	16.4	-0.5	-5.1	1.0	0.8	0.3	2.0	-4.6
COCCNC(=O)c1cc(S(=O)(=O)N2CCCCC2)ccc1N1CCOCC1	-11.7	-3.6	-11.1	-4.1	6.0	-5.2	-15.4	2.0	-1.2
COc1cccc(CN(Cc2cccnc2)S(=O)(=O)c2ccc(-n3cnnn3)c(C)c2)c1OC	-25.2	21.4	-4.5	-6.8	4.8	-5.0	-11.0	3.6	-10.7
COc1ccc(-c2noc(CCC(=O)NCCCN3CCN(c4ccc(F)cc4)CC3)n2)cc1	20.0	-9.2	11.8	-1.8	7.8	-8.3	-2.2	7.8	-4.8
CN(C)c1ccc(/C=N/NC(=O)c2ccc(-n3cnnn3)cc2)cc1	-2.6	-8.2	1.2	-0.3	8.7	-5.0	7.1	-0.3	-2.2
Cn1c(SCC2CCCCC2)nnc1-c1ccncc1	-5.2	-9.1	0.0	-11.1	-2.3	-2.4	3.7	-0.5	-3.0
CCCCOC(=O)Cn1c(=O)n(CC(=O)OCCCC)c2ccccc21	-6.1	8.5	-4.4	-8.4	0.1	-12.8	-5.0	-0.1	-4.3
CC1(C)NC(=O)N(CC(O)Cn2c3ccccc3c3ccccc32)C1=O (stereo not given)	-3.0	-6.5	-17.6	-13.5	2.9	-3.3	-10.4	-0.3	-2.1
COc1ccc(C2CC3CC(c4ccccc4)N2O3)cc1 (stereo not given)	-5.3	-1.8	3.6	-10.0	4.5	4.4	-16.0	-0.1	-1.8
CN1C(=O)c2cccc3c(S(=O)(=O)Nc4ccccc4F)ccc1c23	-11.5	-4.7	3.1	-16.7	1.3	-8.9	-4.0	3.5	-4.0
CCOc1ccc(CNC(=O)CCCc2cn(C)c3ccccc23)cc1	-13.5	8.6	-8.5	/	1.9	/	-5.3	-0.3	-6.9
Cc1nc(CC(C)C)cc(C(=O)N2CCCC(CNS(=O)(=O)c3cccs3)C2)n1 (stereo not given)	-7.4	10.1	1.2	-11.6	7.7	-6.2	-22.8	0.2	-0.7
COc1ccc(OC)c(NC(=O)CSc2nnc(C3CCCCC3)n2N)c1	-7.2	-0.5	-15.5	-18.0	-1.5	3.9	4.7	-0.1	-4.0
CCC1Oc2ccc(C)cc2N(CC(=O)NCCN2CCCCCC2)C1=O (stereo not given)	-13.5	17.5	-16.0	-14.2	1.4	-2.2	-19.6	0.6	-10.9
COc1ccc(C(=O)N/N=C2\CCS(=O)(=O)c3ccc(F)cc32)cc1OC	-9.9	24.3	-13.0	-3.6	4.8	-0.9	-14.8	3.5	-0.7
COc1ccc(C(CNC(=O)c2cc(S(=O)(=O)NCc3ccco3)ccc2C)N(C)C)cc1 (stereo not given)	-13.6	9.5	12.8	-12.8	10.4	-8.8	-15.4	2.2	-7.4
COc1cccc(CNC(=O)C(=O)NCCC2CCCCN2S(=O)(=O)c2cccs2)c1 (stereo not given)	-5.3	9.6	-4.7	-25.1	-0.7	-4.7	-12.1	2.8	-3.9
O=C(/C=C(\O)c1ccc(Cl)cc1)C(=O)NNC(=O)C(O)(c1ccccc1)c1ccccc1	-8.0	8.5	-22.1	-11.8	/	-17.2	/	0.4	-3.2
Cc1cc(NC(=O)C(C)C)ncc1NC(=O)c1ccco1	6.2	2.0	-15.4	-8.8	1.1	4.4	-19.7	-0.2	-2.6
CN1CCc2nc(SCc3ccc(C(C)(C)C)cc3)c(C#N)cc2C1	-9.2	18.6	8.4	-27.0	13.7	-2.3	-18.9	-0.1	-11.6
CC(C)CN(CC(C)C)c1nn[nH]n1	-11.7	7.8	-4.3	/	0.5	/	0.9	0.2	-2.2
COc1ccc(S(=O)(=O)N2CCCC2C(=O)Nc2nccs2)cc1 (stereo not given)	-18.2	17.1	-5.9	-4.4	2.1	-1.5	-7.9	1.5	-0.9
COc1cc(C(=O)OCC(=O)Nc2ccc(C(C)=O)cc2)ccc1OCC(=O)N1CCOCC1	-7.0	2.2	-4.0	-5.6	4.1	-2.9	1.4	0.6	-6.8
O=S(=O)([N-]c1nc2ccccc2nc1-n1cc[n+](Cc2ccccc2)c1)c1ccccc1	7.4	-18.1	5.7	-10.9	7.3	0.0	-29.1	0.3	-2.7
CS(=O)(=O)c1ccc(Nc2nc(C(N)Cc3ccc(C(F)(F)F)cc3)cs2)cc1 (stereo not given)	-1.8	5.9	-12.5	/	17.3	/	31.9	2.6	0.1
CCN1CCN(C(=O)CN(c2ccc(F)cc2)S(=O)(=O)c2ccc(OC)c(OC)c2)CC1	-0.6	13.0	-6.3	-10.7	1.5	-3.3	-9.5	1.9	-4.9
Cc1nc2cc(C(=O)N3CCc4ccccc43)ccc2n1-c1ccc(F)c(F)c1	-2.3	12.2	-4.1	-16.8	4.7	-1.4	2.0	0.4	-7.8
